# Screens deposited in PubChem BioAssay by several laboratories.
# Platelet DG rel: modulates dense granule release in human platelets; AID 1663; human platelet-rich plasma, SFLLRN dense granule ATP release, luminescence; 300,000 compounds, 0.22% hits; inhibition, %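 (compounds screened at 7.5 µM in platelet-rich plasma)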;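 active means mean replicate score, as percent of positive control, at or above 50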
# GSK3A inh: inhibitors of human GSK-3 alpha kinase; inhibition, % at 10 µM; 320,000 compounds, 0.1% hits; ADP-Glo luminescence, 60 min; AID 2650; P49840;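 in the data active means inhibition above about 50%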;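 further: GST-tagged GSK-3 alpha with peptide substrate and 25 µM ATP; 0% = DMSO neutral wells and 100% = GW8510 positive control wells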
# Target sequence (P49840 whole entry, looked up): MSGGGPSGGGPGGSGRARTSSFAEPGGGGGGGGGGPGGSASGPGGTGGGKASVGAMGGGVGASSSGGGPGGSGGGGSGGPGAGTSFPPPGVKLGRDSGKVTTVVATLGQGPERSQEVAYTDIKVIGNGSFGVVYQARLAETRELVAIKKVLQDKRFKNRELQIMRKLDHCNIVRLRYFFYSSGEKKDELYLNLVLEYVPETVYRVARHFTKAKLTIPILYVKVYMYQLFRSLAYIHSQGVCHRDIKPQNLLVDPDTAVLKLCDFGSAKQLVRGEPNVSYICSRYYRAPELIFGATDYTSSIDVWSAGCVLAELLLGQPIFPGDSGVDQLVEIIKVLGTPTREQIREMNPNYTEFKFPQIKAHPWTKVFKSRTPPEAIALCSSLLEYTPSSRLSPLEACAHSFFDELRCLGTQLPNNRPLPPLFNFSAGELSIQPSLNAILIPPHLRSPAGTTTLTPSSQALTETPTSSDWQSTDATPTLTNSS
# GSK3beta inhib: inhibitors of human GSK3beta kinase. P49841. GST-GSK3beta kinase, ADP-Glo luminescence, 60 min; hits give low values. activity score (negative = inhibition), % at 10 µM. 300,000 compounds, 0.038% hits. AID 2097;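 active means more than half of replicate wells score below -50%, meaning over 50% inhibition versus plate controls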;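 further: 0% = median DMSO wells and -100% = median GW8510 positive control wells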
# Target sequence (P49841 whole entry, looked up): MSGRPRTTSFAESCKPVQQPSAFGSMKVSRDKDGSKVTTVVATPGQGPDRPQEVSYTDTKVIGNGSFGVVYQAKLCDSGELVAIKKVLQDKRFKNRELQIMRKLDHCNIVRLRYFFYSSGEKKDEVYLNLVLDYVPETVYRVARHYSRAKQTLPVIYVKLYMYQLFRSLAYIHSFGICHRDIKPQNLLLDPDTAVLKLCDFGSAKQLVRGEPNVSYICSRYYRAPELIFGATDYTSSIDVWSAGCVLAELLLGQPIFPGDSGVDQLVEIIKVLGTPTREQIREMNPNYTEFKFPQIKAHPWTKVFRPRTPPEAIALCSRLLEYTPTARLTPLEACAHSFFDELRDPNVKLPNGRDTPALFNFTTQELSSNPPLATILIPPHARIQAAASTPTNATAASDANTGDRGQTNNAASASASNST
#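 test system = GST-tagged human GSK3beta kinase, cell-free | reagent = 25 µM ATP with peptide substrate | dosing = one dose of 10 µM per compound | schedule = 60 min reaction, RT | detection = luminescent ADP-Glo measurement of ADP formed | control set = DMSO neutral wells and GW8510 at 20 µM as positive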
# IEC-6 cytotox: kills IEC-6 intestinal cells in KLF5 counter-screen; 290,000 compounds, 0.78% hits; inhibition, % at 5 µM; IEC-6 cytotoxicity, luminescence viability; in the data active means inhibition above about 22%;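 further: 0% = plate median of test compound wells and 100% = cytotoxic reference compound wells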
# aSyn 5UTR inh: MLPCN primary screen, SNCA 5' untranslated region; alpha-synuclein 5'UTR reporter, inhibitor activity; inhibition, % (tested at 7.5 µM); 300,000 compounds, 0.82% hits; in the data active means inhibition above about 60%;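 further: H4 neuroglioblastoma cells stably carrying SNCA 5'UTR luciferase fusion; 0% = DMSO wells and 100% = positive control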
# Dyrk1A ADPGlo: blocks rat Dyrk1A kinase activity. Q63470. ADP-Glo luminescence, NFATc1 peptide. inhibition, % at 12.5 µM. 310,000 compounds, 0.43% hits; in the data active means inhibition above about 50%;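 further: plate controls were vehicle with enzyme for no effect and no enzyme for full effect; many of its hits are not listed in these tables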
# KLF5 inh: inhibitors of KLF5 expression; DLD-1 KLF5 promoter-luciferase reporter, luminescence; inhibition, % at 5 µM; 290,000 compounds, 0.23% hits;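 active means inhibition above a per-plate limit of that plate's mean compound inhibition plus 3 SD, cut at about 60% in these data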;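 further: 0% = DMSO wells and 100% = LY294002 at 200 µM; higher means less KLF5 promoter-driven luciferase light; inactives centre near -14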
# HSF-1 act: increases HSF-1 driven luciferase reporter signal. NIH3T3-HGL HSF-1 luciferase reporter, MG132, 8 h; 100% = twice DMSO control signal. activation, % at 9 µM. 300,000 compounds, 1.7% hits. AID 504408;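 active means mean replicate activation of at least 50% with a set share of replicates each reaching 50%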;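 further: 0% = median of the neutral control wells and 100% = twice that signal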
# HSF1 inhib: HSF1 inhibition | NIH3T3-HGL HSE-luciferase, MG132-induced, luminescence 8 h; hits give low values | AID 2098 | activity change, negative = inhibition, % at 7.5 µM (by protocol) | 300,000 compounds, 0.77% hits;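 active means more than half of replicate wells show activity change below -50%, luminescence cut by over half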;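 further: luciferase reports HSF-1 transcriptional activity via heat shock element; 0% = median of DMSO wells and -100% = zero luminescence signal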
# HSP90 refold inh: blocks HSP90-mediated luciferase refolding in reticulocyte lysate. Rabbit reticulocyte lysate, luciferase refolding luminescence, 3 h. 290,000 compounds, 0.91% hits. inhibition, % at 5.6 µM. AID 1789;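 active means inhibition above the screen-wide mean plus 3 SD, computed separately per campaign, cut at about 16% in these data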;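 further: 0% = DMSO wells and 100% = 60 µM geldanamycin wells; inhibitors lower the luminescence because luciferase stays unfolded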
# * hit, by the source's call; . = no result given; & = joins results of further samples.
SMILES,Platelet DG rel,GSK3A inh,GSK3beta inhib,IEC-6 cytotox,aSyn 5UTR inh,Dyrk1A ADPGlo,KLF5 inh,HSF-1 act,HSF1 inhib,HSP90 refold inh
Cc1ccc(N2C(=O)c3ccccc3C2Nc2cccnc2)nc1 (centres undefined),-4,-1,-3,4,-20,3,-22,15,8,2
C=CCn1c(SCC(=O)Nc2ccccc2OC)nnc1-c1ccccn1,0,.,3,0,16,5,2,-17,-2,0
CSc1nc(N)nc(C2CC2)n1,2,2,-9,-12,7,.,-2,1,1,1
CN(C)CCCNc1ncnc2oc(-c3ccccc3)c(-c3ccccc3)c12,4,14,-1,-1,-2,8,-8,4,0,1
O=C(c1ccc(Cl)cc1)C1CCN(C(=O)NC2CCCCC2)CC1,3,0,0,0,28,-1,-23,-1,4,4
CCCCNCc1cc(Br)c(OCc2cccs2)c(OC)c1,0,-2,0,4,-6,9,1,-9,-3,0
COc1ccc(N2CCN(C3CCCN(C(=O)CN4CCOC4=O)C3)CC2)cc1 (centres undefined),-6,-2,0,4,-6,-1,-23,7,-2,-1
CCOC(=O)C1(CC2CCCCO2)CCN(S(=O)(=O)c2cc(C)cs2)CC1 (centres undefined),10,1,2,-4,-6,2,7,-16,0,2
O=C1CC(NC2CCN(C(=O)c3cccc(F)c3)CC2)C(=O)N1 (centres undefined),-5,1,2,2,-9,-7,-1,11,0,-4
COc1ccc(Nc2nc(N3CCCC3)c3ccccc3n2)cc1,-3,2,-4,5,44,15,-22,-11,0,6
CCOC(=O)CSc1nc2cc(C(=O)NCc3ccco3)ccc2c(=O)n1C1CCCCC1,6,-4,-2,-5,-10,4,-23,-1,3,-2
COc1cccc(/C=C2\SC(=S)NC2=O)c1OS(=O)(=O)c1ccc(NC(C)=O)cc1,2,9,-5,-6,6,0,-21,-1,-2,-3
COCCN(CCOC)S(=O)(=O)c1ccc(C(=O)Nc2nc3c(s2)CCc2ccccc2-3)cc1,9,4,-3,-10,25,-15,-37,-10,-5,1
CC(=O)c1c(C)nc2ccc(Br)cc2c1C(=O)O,3,-2,2,1,-10,0,-16,2,-4,-2
O=C(Cc1ccsc1)Nc1cc(F)ccc1F,3,-1,-2,-2,10,-9,-30,7,4,-1
COc1ccc(S(=O)(=O)CC(=O)c2cc(C)c(O)c(C)c2)cc1,-2,-1,-1,-6,5,-4,-28,27,3,-2
CC12C(=O)N(c3ccc(C(=O)N4CCOCC4)cc3)C(=O)C1C1c3ccccc3C2c2ccccc21 (centres undefined),-6,-1,0,-6,0,.,-12,24,2,4
CCOCCCn1c(SCC(=O)Nc2ccccc2OC)nc2ccccc2c1=O,-4,-1,3,0,20,-1,-25,8,3,0
CCCn1c2ccc(F)cc2c2nnc(SCCN3CCOCC3)nc21,3,3,-1,1,42,-1,-9,-1,-7,-3
Cc1ccc(S(=O)(=O)N2CCC(C(=O)NCCCN3CCOCC3)CC2)cc1,-1,-1,1,.,-1,0,.,-18,-11,.
COc1cccc(C(=O)Nc2c3c(nn2-c2ccc(Cl)cc2)CS(=O)(=O)C3)c1OC,2,-2,4,2,22,-2,-2,2,-4,-1
Cc1cc(F)ccc1NC(=O)c1cccnc1,0,-2,2,4,-17,-4,-47,0,-7,0
CCNC(=O)c1ccc(-n2nc(C)cc2-c2ccccc2)cc1,-1,-6,-2,0,-2,-5,3,-1,-2,-1
CCS(=O)(=O)Nc1cc(OC)c(OC)cc1Cc1nccc2cc(OC)c(OC)cc12,-14,-3,2,1,19,4,-1,9,-4,3
Cc1ccc2nsnc2c1S(=O)(=O)NCc1ccc2c(c1)OCO2,1,2,5,-1,-1,3,-34,-9,-11,-2
CC(=O)N(CC(=O)O)c1ccccc1,3,1,2,-4,18,-4,-23,-5,-3,-4
COc1ccc(NC(=O)NC2CCCCC2C)cc1 (centres undefined),-3,1,-1,10,-81,2,-3,21,13,1
CCc1ccc2oc(C(=O)Nc3nonc3CC)c(C)c2c1,-3,.,-5,0,-135,2,-92,42,33,-1
CCC(=O)N(CCc1ccccc1)Cc1cc2cc3c(cc2[nH]c1=O)OCO3,-5,-2,0,3,3,-2,-36,-5,-8,-1
Fc1ccc(NC(=S)N2CCc3ccccc3C2)c(F)c1,5,-2,3,2,-49,1,-3,34,21,-1
C/C(=N/O)c1ccc(N2C(=O)C3C4C=CC(C3C2=O)C2C3C(=O)N(c5ccc(/C(C)=N/O)cc5)C(=O)C3C42)cc1 (centres undefined),2,-1,-2,-2,0,.,-21,3,2,-3
C=C(C)C1Cc2c(C)nn(-c3nc(C)cc(C)n3)c2C1 (centres undefined),25,1,-1,2,17,-5,4,-4,-4,-2
CCCCCC1CC(CC(C)C(=O)Nc2nncs2)C(=O)O1 (centres undefined),-4,1,-2,4,-24,57*,12,16,5,-1
CCNC(=O)C(Sc1ccccc1)c1ccccc1 (centres undefined),-10,1,-2,2,7,0,-41,16,-2,0
COc1ccc(C(C)(C)C)cc1NC(=O)c1cccc(S(=O)(=O)N2CCN(C(C)=O)CC2)c1,2,0,0,2,19,-4,-17,16,13,0
CCOC(=O)C1CCN(C(=O)c2ccc(N(C)S(=O)(=O)c3ccc(OC)cc3)cc2)CC1,5,8,-5,1,12,0,-14,.,.,0
O=C1c2cccc3c(N4CCCCC4)ccc(c23)C(=O)N1c1ccccc1O,-2,-3,2,3,5,0,3,0,18,-1
COCc1ccc(C(=O)N2CCCC(N(C)CCc3ccc(OC)c(OC)c3)C2)s1 (centres undefined),5,-3,-3,-10,8,0,-34,-2,-5,3
O=C(Nc1ccccc1C(F)(F)F)c1ccc(CN2CCC(Cc3ccccc3)CC2)cc1,8,-1,1,2,-26,7,-8,-8,3,3
Cc1c(NCc2ccncc2)cccc1C(=O)O,7,-1,0,2,8,0,-16,12,1,6
Cc1ccc(S(=O)(=O)Cn2nnnc2C(C(C)C)N2CCN(c3nc4ccccc4s3)CC2)cc1 (centres undefined),-5,-24,-5,-7,14,-10,19,0,-4,-2
Cc1csc(NC(=O)C2CCCCC2C(=O)O)n1 (centres undefined),-4,-24,.,-2,-7,-2,-7,-19,-1,0
O=C1CN2CCC1C/C2=C\c1ccnc2c(Cl)cccc12 (centres undefined),1,-3,2,6,0,4,4,-12,-2,1
O=C(/C=C/c1ccc2c(c1)OCO2)NCc1cn2cc(Cl)ccc2n1,-13,-3,2,-3,22,21,-16,2,-3,-1
CCCS(=O)(=O)N1CCN=C1SCc1cccc(C)c1,0,-1,-1,0,20,0,2,-33,-23,-1

# Shown as a hit in Dyrk1A ADPGlo, among the entries above:
structure,Platelet DG rel,GSK3A inh,GSK3beta inhib,aSyn 5UTR inh,Dyrk1A ADPGlo,KLF5 inh,HSF-1 act,HSF1 inhib,HSP90 refold inh
CCCCCC1CC(CC(C)C(=O)Nc2nncs2)C(=O)O1 (centres undefined),-4,1,-2,-24,57*,12,16,5,-1

# Following part:
SMILES,Platelet DG rel,GSK3A inh,GSK3beta inhib,IEC-6 cytotox,aSyn 5UTR inh,Dyrk1A ADPGlo,KLF5 inh,HSF-1 act,HSF1 inhib,HSP90 refold inh
COc1cc2c(cc1NC(=O)COC(=O)[C@@H](NS(=O)(=O)c1cccc(Cl)c1)C(C)C)oc1ccccc12,-6,0,1,5,-103,-3,-3,6,9,5
CCCCCCCCCCC(=O)Nc1cccnc1,-6,-2,0,-1,18,.,11,8,-1,-1
O=C(NC1CCCCC1)c1cc(F)cc2c1OCOC2,-6,-3,0,4,8,.,18,-9,4,-1
COc1cccc(-n2c(SCC(=O)Nc3sc4c(c3C(N)=O)CCC4)nc3ccccc3c2=O)c1,9,-2,-4,-2,37,0,-22,-1,1,0
CC(C)(C)OC(=O)N1CCC2(CC1)Oc1ccc(F)cc1C(=O)C21CC(c2cccnc2)=NO1 (centres undefined),3,-3,-1,.,-4,8,.,-20,-11,.
CCc1nnc(SCC(=O)N2CCc3ccccc32)n1CC,-2,-1,2,3,-1,.,-13,-28,-6,0
Cc1ccc(-c2nn3c(C)nnc3s2)cc1NC(=O)c1cccnc1,3,4,1,2,14,1,-1,15,-10,1
CC(C)N=C(NS(=O)(=O)c1ccccc1)C(Cl)(Cl)Cl,5,5,1,-1,-15,-2,-6,-1,-7,-2
COc1cccc(CC(NC(C)=O)C(=O)NC2CCN(c3nc(C)cc(C)c3C#N)CC2)c1OC (centres undefined),9,3,-2,4,6,3,0,5,-1,1
OC(COCCC12CC3CC(CC(C3)C1)C2)CN1CCCC1 (centres undefined),-1,0,-2,1,-18,15,-2,0,-12,3
O=C(O)C(NC(=O)c1ccccc1)=C(Cl)Cl,-1,-5,-1,1,10,-1,13,-2,-2,3
CC1CC(C)CN(Cc2nc(N)nc(Nc3ccc4ccccc4c3)n2)C1 (centres undefined),-3,3,0,12,-115,14,-25,1,-4,4
CC/C(=N\NC(=O)CSCc1ccccc1Br)c1ccc2c(c1)OCCO2,2,-1,-4,-4,-23,-7,-17,6,3,-2
CCOc1ccc(Nc2nc(N)nc(CN(C)C3CCCCC3)n2)cc1,3,.,2,2,-13,-3,5,-16,-22,7
CCn1cc(S(=O)(=O)Nc2ccccc2C(F)(F)F)cn1,5,1,1,1,-8,1,-5,-1,-1,3

# Shown as tab-separated lines: three of the compounds above
structure	Platelet DG rel	GSK3A inh	GSK3beta inhib	IEC-6 cytotox	aSyn 5UTR inh	Dyrk1A ADPGlo	KLF5 inh	HSF-1 act	HSF1 inhib	HSP90 refold inh
COc1cc2c(cc1NC(=O)COC(=O)[C@@H](NS(=O)(=O)c1cccc(Cl)c1)C(C)C)oc1ccccc12	-6	0	1	5	-103	-3	-3	6	9	5
CCCCCCCCCCC(=O)Nc1cccnc1	-6	-2	0	-1	18	.	11	8	-1	-1
O=C(NC1CCCCC1)c1cc(F)cc2c1OCOC2	-6	-3	0	4	8	.	18	-9	4	-1

# (continued)
SMILES,Platelet DG rel,GSK3A inh,GSK3beta inhib,IEC-6 cytotox,aSyn 5UTR inh,Dyrk1A ADPGlo,KLF5 inh,HSF-1 act,HSF1 inhib,HSP90 refold inh
Cc1cc2cc(CNC(=O)c3ccc(S(=O)(=O)N4CCCC4)cc3)ccc2n1C,-3,0,7,6,8,5,-39,-12,-6,0
CC(C)(Cc1ccccc1)/[N+]([O-])=C\c1ccc(C(F)(F)F)cc1,-1,-2,2,.,-21,-4,.,5,4,.
CN(CC(=O)Nc1ccccc1C(F)(F)F)C(=O)CSCc1ccc(Cl)c(Cl)c1,-6,-1,4,.,13,-1,.,4,1,.
Cc1ccccc1-c1nc(CS(=O)CC(=O)NCc2ccccc2)c(C)o1 (centres undefined),0,-4,-2,-6,11,6,-11,-14,1,-2
O=C(Oc1ccccc1C(=O)Oc1ccccc1)c1ccco1,-1,7,7,-5,-5,0,-5,-4,2,-3
COc1ccc(-c2[nH]c(-c3ccccc3)nc2SCC(=O)NC2CCCC2)cc1,6,-3,-3,6,25,3,1,-13,2,-3
Cc1ccc2[nH]cc(CCNC(=O)c3cccnc3)c2c1,7,-1,-3,-11,-2,-4,-22,4,-3,-3
CCOc1ccc(-c2ncncc2-c2ccc(OC)c(OC)c2)c(O)c1,3,19,0,1,-2,2,-36,3,-10,3
O=C(CN1C(=O)c2ccccc2C1=O)Nc1ccccc1C(=O)NC1CCCCCC1,-13,2,-5,-2,3,4,-46,-1,-13,3
Cc1ccc(CCNC(=O)C2CCC(CNc3c(N4CCCC4)c(=O)c3=O)CC2)cc1 (centres undefined),-13,-1,1,4,-3,2,-37,1&-5,1&1,3

# These rows are one share of the data, so the mix of outcomes need not match the whole.
